p47phox inh – blocks human p47phox regulatory protein of NADPH oxidases | P14598 | p47phox/p22phox peptide binding, fluorescence polarization, 2 h | inhibition, % at 24.7 µM | 0.53% of 220,000 active | AID 1274;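 active = inhibition above about 30%, limit read from the data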;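 also: 0% = p47phox with labelled peptide and 100% = labelled peptide alone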
zfTRPN1 agonist – agonists of zebrafish TRPN1 channel; 0.18% of 220,000 active; HEK293 zebrafish TRPN1-YFP, Fluo-8 calcium fluorescence; 100% = response to 87 µM carbachol; AID 1424; activation, % at 3 µM;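 active = activation above its plate's cutoff, the mean activation of test wells on that plate plus 3 SD, cut at about 19% in these data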;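 also: 0% = DMSO alone and 100% = 87 µM carbachol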
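Control set: carbachol 87 µM as high control, DMSO as low control; system: HEK293 stable line with zebrafish TRPN1-YFP; read-out: % activation versus carbachol response; detection: intracellular calcium fluorescence with Fluo-8; doses: single test compound dose, 3 µM nominal, 0.3% DMSO; schedule: dye 1 h 37 °C plus 30 min RT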
EBV gp42 inh – inhibitors of Epstein-Barr virus glycoprotein 42; Fluorescence polarization binding assay, mP read-out; Q1HVG2; 0.42% of 220,000 active; inhibition, % (tested at 21.74 µM); AID 1085; in the data active = inhibition above about 50%
Target sequence (Q1HVG2 whole entry, looked up): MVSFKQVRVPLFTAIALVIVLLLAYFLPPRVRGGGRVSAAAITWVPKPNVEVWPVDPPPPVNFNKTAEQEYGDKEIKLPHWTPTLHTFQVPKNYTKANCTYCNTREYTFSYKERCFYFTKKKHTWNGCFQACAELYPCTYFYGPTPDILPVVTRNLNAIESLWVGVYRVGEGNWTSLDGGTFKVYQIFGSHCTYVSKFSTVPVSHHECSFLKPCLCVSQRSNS
PPC-1+TRAIL kill – kills PPC-1 cancer cells in the presence of TRAIL; PPC-1 cells + TRAIL, ATPLite viability luminescence; cell killing (% activity), % at 4 µM; 0.41% of 220,000 active;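 active = cell killing above 50% in the first pass at 4 µM, then a duplicate retest at 5 µM averaging 50% or more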;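 also: plate controls were cells with TRAIL plus DMSO for no effect and medium-only wells lacking cells for full effect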
Mdm2 ligase inh – blocks human Mdm2 ubiquitin ligase activity; Q00987; cell-based MDM2 ubiquitination luciferase reporter, 2 h; 0 = plate control, 100 = twice control, blank-subtracted; signal enhancement, % at 5 µM; 0.11% of 210,000 active;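 active = signal enhancement of 30% or more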;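 also: luminescence tracks abundance of the self-degrading MDM2-luciferase fusion protein; higher signal means inhibition of MDM2 E3 ligase activity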
Target sequence (Q00987 whole entry, looked up, the tested form may be a part): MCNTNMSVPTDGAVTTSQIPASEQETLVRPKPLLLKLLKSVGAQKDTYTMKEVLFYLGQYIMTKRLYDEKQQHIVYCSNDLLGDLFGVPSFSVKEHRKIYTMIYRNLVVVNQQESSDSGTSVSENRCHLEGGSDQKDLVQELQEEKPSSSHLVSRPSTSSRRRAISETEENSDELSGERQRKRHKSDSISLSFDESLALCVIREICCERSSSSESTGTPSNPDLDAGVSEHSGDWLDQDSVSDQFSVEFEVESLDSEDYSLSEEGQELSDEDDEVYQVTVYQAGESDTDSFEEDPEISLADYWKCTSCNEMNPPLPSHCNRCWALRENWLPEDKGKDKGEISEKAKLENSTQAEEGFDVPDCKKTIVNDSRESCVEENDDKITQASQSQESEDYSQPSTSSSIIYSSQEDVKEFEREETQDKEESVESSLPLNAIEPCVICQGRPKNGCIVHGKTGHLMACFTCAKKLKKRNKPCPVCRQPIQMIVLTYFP
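system = mammalian cells stably expressing self-ubiquitinating, self-degrading MDM2 E3–luciferase fusion | quantity = 2000 cells per well seeded | incubation = 4 h cell settling then 2 h compound exposure, 37 °C | signal = SteadyLite luminescence, 15 min reagent step | benchmarks = plate control and blank wells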
CHOP inh – inhibitors of CHOP induction in ER stress response; CHO-K1 CHOP-promoter luciferase, tunicamycin-induced, 15-18 h; inhibition, % at 10 µM; 3.8% of 220,000 active; AID 2732;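 active = compounds that reduced the stress-induced luciferase reporter signal by more than about 70% of percent inhibition, limit read from the data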;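 also: 0% = tunicamycin plus vehicle and 100% = wells without tunicamycin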
TNF death inh – inhibitors of TNF-alpha induced necroptosis in Jurkat FADD-/- cells; Jurkat FADD-/- TNF necroptosis rescue, ATP luminescence, 24 h; 0 = TNF only, 100 = no-TNF cells; activation (protection from cell death), % at 10 µM; 0.068% of 220,000 active;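 active = activation, meaning protection from cell death, of at least 50% relative to plate controls; inactive = activation below 50%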;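 also: necroptosis triggered by 40 ng/mL TNF-alpha added together with compound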
TRPML3 ag – human mucolipin-3 channel agonism | Q8TDD5 | HEK293 TRPML3-YFP, Fluo-8 calcium fluorescence; 100% = the carbachol control signal | activation, % at 3 µM | 0.29% of 220,000 active | AID 1448;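 active = activation above its plate's cutoff, the mean activation of the plate's test wells plus 3 SD, cut at about 12% in these data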;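 also: 0% = DMSO only wells and 100% = carbachol wells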
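Material: TRPML3-YFP stable HEK293 cells | Dosing: One concentration, 3 µM nominal, 0.3% DMSO | Timing: 125 s total fluorescence read per well | Technique: Fluo-8 calcium dye fluorescence, ex 470-495, em 515-575 nm | Measure: Percent activation from peak-to-basal fluorescence ratio, scaled between DMSO and carbachol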
Runt-SMMHC FRET – blocks binding of human RUNX1 Runt domain to CBFb-SMMHC | AID 1434 | inhibition, % at 20 µM | Cerulean-Runt/Venus-CBFb-SMMHC FRET ratio 530/480, 1 h | 0.74% of 220,000 active;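 active = mean inhibition across duplicate retests at 20 µM reaching about 50%, limit read from the data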;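 also: 0% = DMSO wells and 100% = wells with excess untagged CBFb-SMMHC; inhibitors lower the FRET ratio by blocking Runt binding to CBFb-SMMHC; some results filed as inactive read as strong as hits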
An asterisk follows results filed as active; . = not tested or not shown; & = joins results of further samples.

SMILES	p47phox inh	zfTRPN1 agonist	EBV gp42 inh	PPC-1+TRAIL kill	Mdm2 ligase inh	CHOP inh	TNF death inh	TRPML3 ag	Runt-SMMHC FRET
COc1ccc(C(=O)Nc2ccc(S(=O)(=O)N3CCCC3)cc2)cc1	-11	6.4	8	-7	-7	7	2.0	1.3	-2
Cc1c(C(=O)NC2CCCc3ccccc32)oc2ccc(S(=O)(=O)N3CCCC3)cc12 (centres undefined)	3	0.5	-18	19	-5	52	-1.1	-0.6	0
CCOC(=O)C(CCCOc1ccccc1C)C(=O)OCC	-19	-0.8	-13	0	-13	58	0.2	-0.2	-13
CC(=O)N1c2ccc(Cl)cc2C2C=CCC2C1c1cccc2ccccc12 (centres undefined)	-35	0.2	5	14	18	85*	1.6	0.7	4
COc1ccccc1NC(=O)[C@H](COCc1ccccc1)NC(=O)OC(C)(C)C	-6	-1.3	-10	-11	-9	28	-3.3	-1.7	1
Cc1cc2ccccc2n1CCNC(=O)COc1ccc2ccccc2c1	-41	3.5	-14	-8	-7	68	-1.9	1.6	-5
CN(C)CCCOC(=O)c1ccc(Cl)cc1	2	1.3	-2	16	-11	-2	2.5	0.4	-5
CC(C)Cc1csc(NC(=O)c2ccc(Cl)cc2)c1C(=O)O	-38	1.7	3	3	-18	-5	0.0	0.9	-2
CCc1nc2ccccc2c(=O)n1NC(=O)c1c(O)c2ccccc2n(CC)c1=O	5	2.6	2	6	-5	14	-0.6	-0.3	-4
COc1ccc(-n2c(C)cc(-c3csc(N)n3)c2C)cc1	-19	0.9	-4	7	.	63	-2.6	0.4	-5
COc1ccc(NCc2nnc(SCC(=O)NCc3ccco3)n2-c2ccccc2OC)cc1	-1	0.0	-12	-6	-8	24	0.5	-1.1	-3
Cc1sc2ncnc(SCC(=O)NCC(C)C)c2c1C	-19	-0.3	-13	-9	.	19	2.0	-0.7	-3
O=C(CSCc1ccc(Cl)cc1)Nc1cc([N+](=O)[O-])ccc1O	-5	25*	-18	5	-4	31	-0.7	18*	-7
CCc1ccc(S(=O)(=O)NCCc2cn3ccc(C)cc3n2)s1	2	-2.1	-13	18	-8	-11	1.5	0.1	-1
C[C@@](Cc1ccc(O)c(O)c1)(NN)C(=O)O	2	0.6	-4	9	.	2&-5	-1.0	0.8	1
COc1ccc(C2=CC3=C(Br)C(=O)C(C)(OC(=O)c4ccco4)C(=O)C3=CO2)cc1 (centres undefined)	-20	.	11	27	6	20	0.1	.	-31
COCCNC(=S)N/N=C1\CC(C)CC(C)(C)C1 (centres undefined)	-12	-0.2	-24	2	7	-51	0.7	1.4	-2
Cc1cccc(N2CCN(C(=O)CCCOc3ccccc3)CC2)c1C	-22	-0.7	-19	21	-22	84*	0.0	-0.6	-6
Cc1sc2ncnc(SCC(=O)NC(=O)NCc3ccco3)c2c1C	-6	0.0	29	25	1	29	-0.9	-0.8	19
O=C(c1ccccc1)c1ccc2nc(-c3ccc(NC(=O)c4ccccc4F)cc3)[nH]c2c1	-9	1.5	-20	12	-1	58	-7.6	0.8	-1
CCCOC(=O)c1ccc(OCC(O)Cn2c(C)nc3ccccc32)cc1 (centres undefined)	-6	6.5	11	20	-9	65	-5.1	2.0	0
Cc1cc(N)c(NC2=CC(=O)CC(C)(C)C2)cc1C	5	0.1	2	18	-7	1	1.1	0.6	-12
CCOC(=O)c1c[nH][nH]c1=O	-18	1.6	-17	-5	-8	15	1.6	0.9	-2
COc1ccccc1C(=O)C1CCCN(C(=O)CCC(=O)c2ccccc2)C1 (centres undefined)	-4	-0.1	-7	1	-15	4	2.8	1.3	-2
CCc1c(C)n([O-])c2c([n+]1=O)CCCCC2	-3	2.0	-13	14	-2	-6	-3.0	0.7	0
O=C(NNC(=S)NC1CCCCC1)c1cccs1	-2	0.1	-8	21	12	13	-0.9	0.1	5
O=C(O)c1ccc(-c2nc(-c3ccc(Cl)cc3)cs2)cc1	-8	0.2	-7	12	-15	-11	0.7	0.2	-14
CCCS(=O)(=O)N1CCCC(C(=O)NCCCN2CCN(c3ccccc3F)CC2)C1 (centres undefined)	0	1.5	-9	-8	-17	-5	-3.0	0.8	2
O=c1[nH]c2ccc(Cl)cc2c(-c2ccccc2)c1SC(=S)N1CCCCC1	-5	-0.6	-1	4	.	32	-3.0	0.7	50
O=C(Nc1nnc(CCOCCOCCc2nnc(NC(=O)c3ccco3)s2)s1)c1ccco1	-1	5.9	-12	-5	-9	11	1.0	0.4	-4
CCOC(=O)C1=C(N)N2C(=O)C(C)SC2=C(C(=O)OC)C1c1cccc(OC)c1 (centres undefined)	-11	-1.2	-3	-9	-8	52	1.1	-1.0	-1
Cc1ccc(CC2CC(=O)N(Cc3ccco3)C2=O)cc1 (centres undefined)	-4	-1.3	5	13	-21	-5	19	-0.5	6
COC(=O)C(NS(=O)(=O)c1ccc(F)cc1)c1ccccc1 (centres undefined)	-18	0.4	-11	-3	-17	15	1.2	0.6	-2
CCOC(=O)N1CCN(CCC(=O)Nc2cc([N+](=O)[O-])ccc2OC)CC1	-7	0.1	-21	8	5	-39	3.6	0.2	7
C/C=C(\C)CN1CCN(c2cccc(C)c2C)CC1	-15	-1.6	-21	9	6	29	-0.5	-0.8	-7
COc1ccc(C(CNC(=O)c2cccc(Br)c2)N2CCCC2)cc1 (centres undefined)	-8	-0.8	-40	-14	-14	23	2.0	0.1	2
COC(=O)c1ccc(-c2noc(CN3CCCC(CNC(C)=O)C3)n2)cc1 (centres undefined)	-8	-0.3	-11	7	-2	12	1.0	0.8	-3
Cc1cccc(C)c1NC(=S)N(CCCN1CCCCC1)Cc1ccco1	-2	-0.4	9	21	-4	3	2.0	0.6	3
C=CCNC(=O)c1ccccc1S(=O)c1ccccc1C#N (centres undefined)	-4	1.5	-14	8	-15	16	-2.1	0.7	2
CC(CN1CCOCC1)OC(=O)c1ccccc1 (centres undefined)	-4	0.3	-17	4	-15	3	0.9	0.4	2
COc1ccccc1NC(=O)c1ccc(Cl)c(S(=O)(=O)N2CCOCC2)c1	0	1.6	-9	-3	-16	-1	-0.5	1.7	2
O=C(NCC1OCCc2ccccc21)C1COc2ccccc2O1 (centres undefined)	3	-1.0	4	18	-11	10	0.3	0.6	-4
Nc1nc2ccc([N+](=O)[O-])c(N)c2s1	-15	1.4	-43	22	-11	44	-10	0.5	-5
O=C(CCS(=O)(=O)c1cccc2nsnc12)N1CCN(Cc2ccc3c(c2)OCO3)CC1	1	-0.2	-7	10	1	12	-0.6	0.5	0
CCC(C(=O)Nc1cc(C)nn1-c1nc(C)cc(C)n1)c1ccccc1 (centres undefined)	1	2.2	-12	14	-13	22	-0.7	23*	2
O=C(NCC1CCCO1)C(=O)N/N=C/c1cc(Cl)ccc1O (centres undefined)	-16	1.7	-18	-5	-5	66	-2.8	0.9	-13
COC(=O)CNS(=O)(=O)c1ccc(C)cc1	4	-0.2	-5	-4	-20	8	3.2	0.7	2
S=C(N/N=C/c1ccc2c(c1)OCO2)NC1CC2CCC1C2 (centres undefined)	-19	-0.9	-4	8	-7	-28	-1.2	-0.9	2

Structural class: the compounds so far containing a furan ring, fused or not.
SMILES	p47phox inh	zfTRPN1 agonist	EBV gp42 inh	PPC-1+TRAIL kill	Mdm2 ligase inh	CHOP inh	TNF death inh	TRPML3 ag	Runt-SMMHC FRET
Cc1c(C(=O)NC2CCCc3ccccc32)oc2ccc(S(=O)(=O)N3CCCC3)cc12 (centres undefined)	3	0.5	-18	19	-5	52	-1.1	-0.6	0
COc1ccc(NCc2nnc(SCC(=O)NCc3ccco3)n2-c2ccccc2OC)cc1	-1	0.0	-12	-6	-8	24	0.5	-1.1	-3
COc1ccc(C2=CC3=C(Br)C(=O)C(C)(OC(=O)c4ccco4)C(=O)C3=CO2)cc1 (centres undefined)	-20	.	11	27	6	20	0.1	.	-31
Cc1sc2ncnc(SCC(=O)NC(=O)NCc3ccco3)c2c1C	-6	0.0	29	25	1	29	-0.9	-0.8	19
O=C(Nc1nnc(CCOCCOCCc2nnc(NC(=O)c3ccco3)s2)s1)c1ccco1	-1	5.9	-12	-5	-9	11	1.0	0.4	-4
Cc1ccc(CC2CC(=O)N(Cc3ccco3)C2=O)cc1 (centres undefined)	-4	-1.3	5	13	-21	-5	19	-0.5	6
Cc1cccc(C)c1NC(=S)N(CCCN1CCCCC1)Cc1ccco1	-2	-0.4	9	21	-4	3	2.0	0.6	3
